Compound activity as filed in PubChem.
AmpC det inh – blocks E. coli AmpC beta-lactamase in presence of detergent. Potency, µM (doses to about 28.7 µM), for the others: at the highest dose activity change, negative = inhibition. P00811. 0.09% of 71,000 active. purified AmpC, nitrocefin hydrolysis with detergent; active = well fitted curve in the direction sought with a large enough effect
Target sequence (P00811 whole entry, looked up): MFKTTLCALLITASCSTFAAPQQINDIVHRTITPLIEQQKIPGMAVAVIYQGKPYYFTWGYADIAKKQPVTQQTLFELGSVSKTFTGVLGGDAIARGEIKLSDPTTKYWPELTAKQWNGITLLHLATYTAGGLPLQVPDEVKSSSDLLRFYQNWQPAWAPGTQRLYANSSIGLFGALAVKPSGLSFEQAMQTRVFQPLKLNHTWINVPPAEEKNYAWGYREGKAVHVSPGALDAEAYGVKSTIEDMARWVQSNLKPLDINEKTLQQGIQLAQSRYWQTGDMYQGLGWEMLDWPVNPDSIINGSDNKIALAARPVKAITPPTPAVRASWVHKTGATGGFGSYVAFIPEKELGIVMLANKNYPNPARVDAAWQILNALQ
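E. coli AmpC (5.3 nM) in 20 mM phosphate pH 7.0 with 0.01% Triton X-100, preincubated 15 min RT with compound; nitrocefin (2 uL of 800 uM stock) hydrolysis followed by 480 nm absorbance every 20 s over 4 min.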
* = called active by the depositor; & = joins results of further samples; [ ] = remark or other dose. % is set by controls: 0 for no effect and ±100 for the full control effect; potency is the fitted concentration of half-maximal effect. Only part of the results is shown (hit frequency here may not be typical).

SMILES	AmpC det inh
Cn1c(=O)c2c(nc(SCC(=O)Nc3ccc(N4CCOCC4)c(Cl)c3)n2C)n(C)c1=O	-3.4%
CCCCCCSc1ncc(C#N)c(N)n1	8.4%
O=C(CCNS(=O)(=O)c1cccs1)NCc1cccs1	-3.2%
COc1ccc2c(c1)C1(Nc3ccccc3-c3nc4ccccc4n31)C(=O)N2 (configuration not stated)	-6.1%
COc1ccc(O)c(C(=O)c2cnn(C(=O)c3cc(C)oc3C)c2)c1	-5.4%
C=CCSC1=C(C#N)C(c2ccccc2OCC)CC(=O)N1 (configuration not stated)	-5.8%
Cn1c(CN2CCOCC2)nc2cc(NC(=O)c3ccc(Cl)cc3)ccc21	-2.0%
CCn1c(SC/C=C/c2ccccc2)nnc1-c1cnccn1	15.7%
Cc1ccc(-n2nnnc2SCC(=O)N2c3ccccc3NC(=O)C2(C)C)cc1	-1.3%
Cc1noc(C)c1S(=O)(=O)NCC(=O)O	5.8%
Clc1ccccc1-c1ccc(/C=N/n2cnnc2)o1	-1.0%
CCC(=O)Nc1sc2c(c1C(N)=O)CCN(C(C)=O)C2	12.7%
O=c1cc(-c2cccc3ccccc23)[nH][nH]1	0.9%
CCCN1Cc2cccc(C(=O)N3CCN(c4cc(Cl)ccc4C)CC3)c2C1=O	6.3%
COCCn1nnnc1C(c1ccccc1OC)N1CCN(c2ccccc2)CC1 (configuration not stated)	5.8%
N#CCSc1nc2c(cc1C#N)CCCC2	7.8%
CCn1c(CNc2cccc(Cl)c2)nnc1SCC(=O)OC1CCCCC1	11.9%
O=C(COc1ccc(Cl)cc1Cl)NCc1ccncc1	-2.1%
O=c1cnc2cncnc2n1Cc1ccccc1Cl	1.0%
CCS(=O)(=O)Nc1cc(-c2nc3cccnc3s2)ccc1C	10.2%
COc1ccc(-c2n[nH]c(=S)n2C2CCCCC2)cc1	1.9%
COc1ccc(-c2nnc3ccc(SC)nn23)cc1	-5.0%
CCC(C)[C@@H](C(=O)Nc1ccc(OC)c(OC)c1)N1Cc2ccccc2C1=O (some centres not stated)	13.3%
CCCCn1c(O)c(C(CC)=NCCN2CCCCC2)c(=O)[nH]c1=O	-2.2%
Cn1c(=O)c2c(ncn2CC(O)CNc2ccc(Cl)cc2)n(C)c1=O (configuration not stated)	-6.4%
COc1ccccc1N=C1SCCCN1C	-0.6%
O=C(NCCCNCc1ccccc1)c1ccccn1	11.2%
O=C1c2ccccc2-c2ccc(N=[N+]([O-])c3ccc4c(c3)C(=O)c3ccccc3-4)cc21	-2.7%[5.75 µM]
N#CCCn1c(=O)c(-c2cccs2)nc2cnc(Oc3ccccc3)nc21	-1.2%
Cc1nnc(SCC(C)C)[nH]c1=O	8.6%
CCc1c(C)n2nc(C)cc2[nH]c1=O	10.9%
Cc1nc2nc(C)c(CCC(=O)NC(C)c3ccc4c(c3)OCCO4)c(C)n2n1 (configuration not stated)	-1.6%
CCOc1ccc(CN(CCO)CCO)cc1C(=O)OC	-5.6%
O=C(NCCC1=CCCCC1)C1CCCN(S(=O)(=O)c2cccnc2)C1 (configuration not stated)	12.1%
Cc1ccc2nc(N3CCC(C(=O)O)CC3)nc(-c3ccccc3)c2c1	-6.3%
O=c1c(O)c(-c2ccc(O)cc2)oc2ccc(O)cc12	-1.8%
O=C(CSc1oc(-c2ccco2)nc1S(=O)(=O)c1ccccc1)NCC1CCCO1 (configuration not stated)	-1.2%
COC(=O)C(C#N)c1nc2ccccc2nc1N1CCN(Cc2ccc3c(c2)OCO3)CC1 (configuration not stated)	1.2%
CC(C)(C)OC(=O)N1CCC(C(N)=O)CC1	12.2%
Nc1ccc(Cl)c(Cl)c1	7.2%
Cc1csc(NC(=O)CSc2nnc(Cc3cccn3C)n2-c2ccc(F)cc2)n1	10.0%
COc1cc(NC(=O)c2ccco2)ccc1NC(=O)c1ccccc1Cl	-2.4%
O=C(N[C@@H](c1ccccc1)[C@@H]1C[C@H]1C(=O)NCc1ccccc1)OCc1ccccc1	1.2%
CCN(CC)C(=O)C1CCCN(Cc2ccc(N(C)C)cc2)C1 (configuration not stated)	-0.1%
O=C1CCc2nc3sc4c(c3c(=O)n2N1)CCCC4	-0.2%
Cc1noc(C)c1-c1ccc2ncnc(N3CCC(C(=O)O)CC3)c2c1	9.1%
CCCCOCCO	6.5%&11.7%
O=C(NCc1ccc2c(c1)OCO2)C1CCCN1C(=O)Nc1ccc(F)cc1 (configuration not stated)	-0.3%
N#CCCn1c(=O)c(-c2ccc(F)cc2)nc2cnc(OCc3ccccc3)nc21	-2.6%
COC(=O)c1c(NC(=O)c2ccoc2C)sc2c1CCC2	-2.3%
c1ccc2c(-c3ccncc3)c[nH]c2c1	-4.5%
COc1cccc(-n2c(SCc3c(C)noc3C)nnc2-c2cccc(S(=O)(=O)N(C)C)c2)c1	13.5%
COc1ccc(-n2c(Cc3cccn3C)nnc2SCC(=O)Nc2cccc(Cl)c2)cc1	13.2%
C#CCOc1ccc(Cl)cc1/C=N/O	4.2%
O=C(NCCN1C(=O)C2C3C=CC(C3)C2C1=O)Nc1cccnc1 (configuration not stated)	13.5%
CS(=O)(=O)c1ccc(C(=O)NC2CCOC2=O)cc1 (configuration not stated)	-2.2%
Cc1ccc(-n2c(Cc3cccn3C)nnc2SCC(=O)Nc2cc(C)on2)cc1	-1.8%
COc1ccc(C(C)=O)cc1COC(=O)c1c(C)noc1C	10.3%
C/C(N)=C(/C#N)C(=O)CSc1nnc(Nc2cccc(C)c2)s1	2.7%
COc1ccccc1N(CC(=O)Nc1cc(C)on1)S(=O)(=O)c1cccs1	-1.2%

A draw from above in order of SMILES length, falling.
SMILES	AmpC det inh
N#CCCn1c(=O)c(-c2ccc(F)cc2)nc2cnc(OCc3ccccc3)nc21	-2.6%
C/C(N)=C(/C#N)C(=O)CSc1nnc(Nc2cccc(C)c2)s1	2.7%
CS(=O)(=O)c1ccc(C(=O)NC2CCOC2=O)cc1 (configuration not stated)	-2.2%

Continuation.
SMILES	AmpC det inh
O=C(c1n[nH]c(=O)c2ccccc12)N1CCOCC1	12.5%
Cc1c2cc[n+](CCN3CCCCC3)cc2c(C)c2c1[nH]c1ccc(O)cc12	-5.2%[5.75 µM]
COc1ccccc1CN1CCCC2(CCNCC2)C1	-3.2%
Cc1ccccc1-n1nnc2c(=O)oc3ccccc3c21	-0.1%
CNC(=O)c1ccc(Oc2ccc(C(=O)NC)cc2)cc1	-3.8%
O=C(c1cc(-c2ccco2)nn1-c1cccc(Cl)c1)N1CCCCC1	7.8%
Cc1ccc(S(=O)(=O)N(CC(=O)NCc2ccco2)Cc2ccc(F)cc2)cc1	4.4%
c1ccc(-c2n[nH]c(-c3ccccn3)n2)nc1	-0.3%
COc1ccccc1C1CC(c2ccccc2)Nc2ncnn21 (configuration not stated)	0.3%
O=C(NCc1ccco1)C1CCCN1C(=O)NCc1ccccc1 (configuration not stated)	-0.5%
O=C(C1CCCO1)N1CCC2(CC1)OCCO2 (configuration not stated)	8.1%
CCn1cc(C(=O)O)c(=O)c2cc3c(cc21)OCO3	-0.4%[12.8 µM]
C=CCOc1cccc(C2C(C(=O)c3ccc(C)o3)=C(O)C(=O)N2Cc2ccncc2)c1 (configuration not stated)	0.8%
Cc1cccc(C)c1OCc1nnc(SCC(=O)Nc2nccs2)o1	8.7%
CCn1c(SCC(=O)Nc2ccc(N(C)C)cc2)nnc1-c1cccc(C)c1	-3.6%
CCn1cc(C(=O)O)c(=O)c2cnc(N3CCCC3)nc21	-0.7%[12.8 µM]
CC(C)(C)OC(=O)NCCc1nnc(SCC(=O)Nc2cccc(Cl)c2)o1	-3.1%
CC1(O)c2ccccc2C(=O)N1CCc1ccccc1F (configuration not stated)	-1.5%
CCN(CCCNC(=O)CCCN1C(=O)COc2ccc(C)cc21)c1cccc(C)c1	0.0%
CN(C)S(=O)(=O)c1ccc(N2CCCC2)c(C(=O)Nc2ccccc2N2CCOCC2)c1	-6.0%
Cn1c(C(=O)N2CCCC(C(=O)NCc3cccs3)C2)cc2sccc21 (configuration not stated)	-1.5%
COC(=O)CN1C(=O)C(O)(CC(=O)c2ccc(C)cc2)c2ccccc21 (configuration not stated)	3.1%
Cc1nn(Cc2ccccc2Cl)c2sc(C(=O)OC3CCCC3=O)cc12 (configuration not stated)	-4.4%
CCOC(=O)C1CCc2sc(N)c(C#N)c21 (configuration not stated)	-1.1%
Cc1c(C(=O)NC2CCCc3ccccc32)oc2ccc(S(=O)(=O)N3CCOCC3)cc12 (configuration not stated)	1.4%
O=C(Cn1nc(Cc2cccnc2)c2ccccc2c1=O)NCC1COc2ccccc2O1 (configuration not stated)	11.0%
COc1ccccc1N1CCN(C(CNS(=O)(=O)c2ccccc2)c2cccnc2)CC1 (configuration not stated)	-4.6%
O=C(CCCCCN1C(=O)c2ccccc2C1=O)Nc1nccs1	-4.2%
CSCCC(NC(=O)C1CC1)c1nc2ccccc2[nH]1 (configuration not stated)	-4.3%
CC(=O)CC1(C)OC(N)=C(C#N)C1(C#N)C#N (configuration not stated)	1.1%
COC(=O)CSc1nnc(-c2cccc(NC(=O)c3ccc(C)cc3)c2)n1C	-13.1%
N[C@@H]1[C@@H]2[C@@H]3C[C@H]4N(CC[C@@]14C(=O)C(=O)O)CC3=CCO[C@@H]2CC(=O)O	-0.2%[5.75 µM]
CCN1CCC[C@H]1CNC(=O)c1cc(S(N)(=O)=O)ccc1OC	0.2%
O=c1c(-c2cc(F)cc(F)c2)nc2cncnc2n1Cc1ccc(F)cc1	-1.2%
Cc1ccc(S(=O)(=O)N(c2cccc(C(F)(F)F)c2)C2C=CS(=O)(=O)C2)cc1 (configuration not stated)	-5.5%
COC(=O)CC1Oc2ccccc2N(Cc2ccc(C)cc2)C1=O (configuration not stated)	-5.2%
COC(=O)CNC(=O)C1(CC(C)C)C=CCN1C(=O)c1ccccc1 (configuration not stated)	12.3%
CCC(C)NS(=O)(=O)c1ccc(OCC(=O)NCc2ccco2)cc1 (configuration not stated)	-1.5%
Cc1cc(Cc2cc(Cc3cc(C)cc(C(C)(C)C)c3O)c(C)cc2C)c(O)c(C(C)(C)C)c1	-4.0%[5.75 µM]
[N-]=[N+]=NCC(=O)c1c[nH]c(=O)[nH]c1=O	-1.6%[5.75 µM]
Cc1nn(Cc2ccccc2Cl)c(Cl)c1C(=O)OCC(=O)NCc1ccco1	-1.5%
NCCc1ccn[nH]1	-2.5%[12.8 µM]
O=C(NCCc1ccccc1)NC1CCCCC1	-0.7%
Cc1ccc(-n2c(SCC(=O)NCC3CCCO3)nnc2-c2ccoc2C)cc1 (configuration not stated)	-0.9%
COCC(=O)Nc1ccc(S(=O)(=O)NCCc2ccccc2)cc1	-0.8%
COc1ccc(Oc2ncc3nc(C)c(=O)n(CCC#N)c3n2)cc1	-0.7%
CNC(=O)c1c[nH]n2c(=O)c(Cc3ccccc3F)c(C)nc12	5.7%
O=C(CN1CCN(S(=O)(=O)c2ccc(F)cc2)CC1)Nc1ccc(Cl)c(C(F)(F)F)c1	-2.8%
Cn1c(=O)c2c(nc(SCC(=O)NCc3ccc4c(c3)OCO4)n2Cc2ccccc2)n(C)c1=O	3.0%
COc1ccc(C(=O)CSc2nnc(C3CCCCC3)n2N)c(OC)c1	-2.8%
COC(=O)[C@H](CCSC)NC(=O)N1CCN(Cc2ccccc2)CC1	-2.7%
COc1ccc(-n2cnnc2SCCC#N)cc1	1.4%
Cc1cc2cc(CN(Cc3ccco3)C(=O)C3CCCCC3)c(=O)[nH]c2cc1C	11.0%
CS(=O)c1nc(-c2ccc(Br)cc2)cc(-c2ccccc2)c1C#N (configuration not stated)	-4.3%
COc1ccc(-c2nc3c(n2O)CCCC3=O)cc1OC	-4.2%
CCc1c(C)nc(SCC(=O)c2ccc(C)c(C)c2)[nH]c1=O	-6.2%
Nc1nc2nc(SCC(=O)N3CCCc4ccccc43)[nH]c2c(=O)[nH]1	10.0%
CN(CCc1ccccn1)S(=O)(=O)c1ccc(F)cc1	-1.4%
COC(=O)C1C2C=CC3(CN(Cc4cccs4)C(=O)C13)O2 (configuration not stated)	8.1%
CN1C(=O)CSc2ccc(NC(=O)Nc3ccccn3)cc21	5.5%

The results go on.
SMILES	AmpC det inh
CCCCN(C(=O)NC(=O)Nc1nc2ccc(OC)cc2s1)S(C)(=O)=O	-6.3%
O=C1CC(Nc2ccccc2)C(=O)N1c1ccc(N2CCOCC2)cc1 (configuration not stated)	-3.7%
Cc1ccc(CCNC(=O)C2CCN(S(=O)(=O)c3cccc4nsnc34)CC2)cc1	2.7%
Cc1cccc(NC(=O)c2ccccc2O)c1C	-0.9%
NC(=O)CSc1nnc(-c2ccc(S(=O)(=O)N3CCCC3)cc2)n1CC1CCCO1 (configuration not stated)	10.2%
CCN(CC)C(=O)Cn1nc(-c2ccccc2O)nc1SCC(=O)Nc1ccc(OC)cc1	5.3%

Grouped by structure: those above containing an NH in an aromatic ring (16)
SMILES	AmpC det inh
O=c1cc(-c2cccc3ccccc23)[nH][nH]1	0.9%
COc1ccc(-c2n[nH]c(=S)n2C2CCCCC2)cc1	1.9%
CCCCn1c(O)c(C(CC)=NCCN2CCCCC2)c(=O)[nH]c1=O	-2.2%
Cc1nnc(SCC(C)C)[nH]c1=O	8.6%
CCc1c(C)n2nc(C)cc2[nH]c1=O	10.9%
c1ccc2c(-c3ccncc3)c[nH]c2c1	-4.5%
O=C(c1n[nH]c(=O)c2ccccc12)N1CCOCC1	12.5%
Cc1c2cc[n+](CCN3CCCCC3)cc2c(C)c2c1[nH]c1ccc(O)cc12	-5.2%[5.75 µM]
c1ccc(-c2n[nH]c(-c3ccccn3)n2)nc1	-0.3%
CSCCC(NC(=O)C1CC1)c1nc2ccccc2[nH]1 (configuration not stated)	-4.3%
[N-]=[N+]=NCC(=O)c1c[nH]c(=O)[nH]c1=O	-1.6%[5.75 µM]
NCCc1ccn[nH]1	-2.5%[12.8 µM]
CNC(=O)c1c[nH]n2c(=O)c(Cc3ccccc3F)c(C)nc12	5.7%
Cc1cc2cc(CN(Cc3ccco3)C(=O)C3CCCCC3)c(=O)[nH]c2cc1C	11.0%
CCc1c(C)nc(SCC(=O)c2ccc(C)c(C)c2)[nH]c1=O	-6.2%
Nc1nc2nc(SCC(=O)N3CCCc4ccccc43)[nH]c2c(=O)[nH]1	10.0%
